# Screening data: PubChem BioAssay, The Scripps Research Institute Molecular Screening Center
# PLC-beta3 inh – human PLC-beta3 inhibitors, primary screen, biochemical, fluorescence; AID 720704, 2013; 0.18% of 370,000 active; Purified PLC-beta3, fluorogenic substrate; inhibition, % at 12.2 µM; in the data active = inhibition above about 11%;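 note: 0% = median of compound wells on plate and 100% = full blocker control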
# ARFGAP1 inh – inhibitors of rat ARFGAP1 GAP activity, primary screen, biochemical, fluorescence polarization, GDP tracer; inhibition, % at 16.5 µM; 0.26% of 360,000 active; ADP-ribosylation factor GTPase-activating protein 1 (Rattus norvegicus), Q62848; Arfgap1-stimulated ARF1 GTP hydrolysis, GDP FP detection;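 active = inhibition above a per-plate limit, mean inhibition of low control wells plus 3 SD, cut at about 25% in these data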;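 note: 0% = DMSO wells with enzyme and 100% = wells lacking Arfgap1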
#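 Repeats: one replicate per compound; assay system: rat Arfgap1 catalytic domain, aa 1-136; times: enzyme reaction 120 min at 25 °C after 20 min preincubation; detection: FP of antibody-bound GDP Alexa 633 tracer, ex 620/em 688 nm; benchmarks: high control wells lacking Arfgap1, low control full reaction with DMSO; reagent: human ARF1(Δ1-17)-GTP substrate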
# ASAP1 GAP inh – inhibitors of human ASAP1 ArfGAP activity, primary screen, biochemical, fluorescence polarization | Arf-GAP with SH3 domain, ANK repeat and PH domain-containing protein 1 (Homo sapiens), … | ASAP1-stimulated ARF1 GTP hydrolysis, GDP FP detection | inhibition, % at 16.5 µM | 0.19% of 360,000 active | AID 624377, 2012; in the data active = inhibition above about 25%;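 note: 0% = vehicle with enzyme and substrate and 100% = no enzyme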
# DDE Tn6 FP inh – inhibitors of Tn6 peptide binding to fibrin DD(E), primary screen, biochemical, fluorescence polarization, human fibrin, Tn6 probe; Fibrinogen beta chain (Homo sapiens), P02675; Fibrin DD(E) TRITC-Tn6 fluorescence polarization displacement; inhibition, % at 8.3 µM; 0.21% of 370,000 active; AID 720509, 2013;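 active = inhibition above a per-campaign cutoff: mean of compounds within control limits plus 3 SD, cut at about 15% in these data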;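 note: 0% = median of all compound wells on the plate and 100% = blocking peptide control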
# proKLK7 act – proKLK7 zymogen activators, primary screen, biochemical, fluorescence intensity. AID 652039, 2013. activation, % at 7 µM. 0.9% of 370,000 active. purified proKLK7, EDANS-DABCYL substrate fluorescence; 100% is mature enzyme control, 0% vehicle;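 active = activation above the mean of all tested compounds plus 3 SD, computed per campaign excluding outliers beyond control limits, cut at about 13% in these data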
# UHRF1 binding – UHRF1 methylated DNA binding inhibitors, primary screen, counter-screen for MBD2 inhibitor project, biochemical, TR-FRET, human UHRF1, single concentration; E3 ubiquitin-protein ligase UHRF1 (Homo sapiens), Q96T88; UHRF1 binding to methylated oligo; inhibition, % at 4.4 µM; 0.75% of 370,000 active; AID 687016, 2013; in the data active = inhibition above about 21%;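 note: UHRF1 SRA domain binding a hemimethylated CpG hairpin DNA probe; 0% = median of test compound wells and 100% = reference inhibitor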
# PLCg1 inh – PLC-gamma1 enzyme inhibitors, primary screen, biochemical, fluorescence, purified enzyme. 1-phosphatidylinositol 4,5-bisphosphate phosphodiesterase gamma-1 (Homo sapiens), P19174. inhibition, % at 12.2 µM. 0.84% of 370,000 active. AID 720700, 2013. fluorogenic substrate; in the data active = inhibition above about 9.5%
# MBD2 inh – inhibitors of MBD2 binding to methylated DNA, primary screen, biochemical, TR-FRET, DNA-binding domain, human | Methyl-CpG-binding domain protein 2 (Homo sapiens), Q9UBB5 | MBD2 binding to methylated oligonucleotide | inhibition, % at 4.4 µM | 0.31% of 370,000 active | AID 686964, 2013; in the data active = inhibition above about 13%
# ADAM17 inh – ADAM17 inhibitors, primary screen, biochemical, QFRET | Disintegrin and metalloproteinase domain-containing protein 17 (Homo sapiens), P78536 | recombinant ADAM17, EDANS/DABCYL FRET peptide cleavage | inhibition, % at 6.95 µM | 0.83% of 370,000 active | AID 720648, 2013;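 active = inhibition above the mean of compounds lying between control limits plus 3 SD, set per campaign, cut at about 8.5% in these data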;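 note: 0% = DMSO-only wells as the low control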
# Tn7 DDE FP – inhibitors of Tn7 peptide binding to fibrin DD(E), primary screen, biochemical, fluorescence polarization, human fibrin, Tn7 probe. FP displacement of FITC-Tn7 peptide from fibrin DD(E); 0% = median of compound wells per plate. inhibition, % at 8.3 µM. 0.13% of 370,000 active;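 active = inhibition above the mean of compounds falling within the control limits plus 3 SD of them, cut at about 14% in these data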;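 note: 0% = plate median of compound wells and 100% = 10 µM Aha-Tn7 peptide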
#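 Measure: % inhibition scaled between sample-field median and high-control FP; Test system: human fibrin DD(E); Quantity: 2 µM final DD(E) protein; Doses: one dose, 8.3 µM nominal; Schedule: compound with protein 10 min, then 3 h after probe, room temperature; Detection: fluorescence polarization; Medium: Tris buffer with calcium and detergent, pH 7.8.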
# * = called active by the depositor; · = not tested or not shown.
SMILES,PLC-beta3 inh,ARFGAP1 inh,ASAP1 GAP inh,DDE Tn6 FP inh,proKLK7 act,UHRF1 binding,PLCg1 inh,MBD2 inh,ADAM17 inh,Tn7 DDE FP
CCS(=O)(=O)NCc1ccc2c(c1)cc(C)n2C,-37.2,-5.1,-1.7,7.1,-0.2,-14.4,-28.6,-10.4,-5.7,0.7
O=C(c1ccc(N2CCCS2(=O)=O)cc1)N1CCN(c2ccccc2)CC1,-3.4,5.2,5.0,-8.9,0.5,0.0,1.2,-2.7,-0.7,-6.6
O=C(C[C@@H]1CC[C@H](NC(=O)Nc2ccc(F)cc2)[C@@H](CO)O1)NCc1cccc(F)c1,1.5,7.4,-2.0,-3.4,-0.2,1.6,3.9,-0.5,2.1,6.8
CCOc1ccc2oc(C(=O)OCC(=O)N(CC(C)C)c3c(N)n(Cc4ccccc4)c(=O)[nH]c3=O)c(C)c2c1,-116.0,2.6,3.2,2.6,-2.8,-0.8,-77.1,-4.8,-53.0,-5.7
CC(C)c1ccc(Nc2nnc(SCC(=O)NCC3CCCO3)s2)cc1 (configuration not stated),1.7,-7.5,5.6,0.9,0.5,-0.7,0.9,-1.6,-2.1,-0.6
COc1ccc(N=C2SC(CC(=O)Nc3ccccc3)C(=O)N2CC2CCCO2)cc1 (configuration not stated),4.1,-9.2,-14.8,0.7,-0.2,-1.6,0.6,0.8,6.0,10.7
COc1ccc(S(=O)(=O)n2cnc(C)c2)cc1,0.7,-2.9,-10.1,1.2,0.0,1.4,2.3,3.5,-4.3,0.1
c1csc(Cc2nn3c(-c4ccncc4)nnc3s2)c1,-0.9,0.2,-0.4,-3.1,-0.5,-1.8,-1.5,-1.6,-3.0,-3.1
CN(C)C(CNC(=O)c1cc(S(=O)(=O)N(C)c2ccccc2)ccc1Cl)c1cccs1 (configuration not stated),-8.4,5.5,-3.1,-7.9,0.1,2.1,-2.2,4.0,-5.5,8.4
Nc1ncc(Br)cc1S(=O)(=O)NCCC(=O)Nc1cccc(Cl)c1,3.1,5.2,4.0,0.9,0.3,-0.5,3.3,-0.9,-1.7,2.3
Cc1cc(NC(=O)CSc2nc3ccccc3n2CC(=O)N2CCCCC2)no1,-1.0,3.9,17.8,1.8,-0.1,1.2,-0.7,3.6,-2.1,-7.2
Fc1ccc(-c2nc(-c3cccs3)[nH]c2-c2ccc(F)cc2)cc1,-84.2,-3.8,11.7,3.2,-1.5,1.2,-58.5,-3.9,-40.2,0.8
CSc1nnc2c(n1)OC=Nc1ccc(Br)cc1-2,-9.7,2.5,4.9,-3.7,0.0,-1.8,1.9,-2.8,-5.5,-1.1
O=C(Nc1ccc(-n2ccnc2P(=O)(O)c2ccccc2)cc1)c1ccccc1Cl,6.2,7.5,1.8,-1.5,0.0,-3.5,4.0,4.6,-1.6,-1.8
COc1ccc(S(=O)(=O)N2CCC(c3nc4ccccc4o3)CC2)c(OC)c1,4.0,·,·,-3.7,0.5,2.5,6.0,-2.0,4.2,7.4
Cn1c2ccccc2c(=O)c2cc(C#Cc3ccc(N)cc3)ccc21,-366.0,3.4,8.9,-12.4,-4.5,-3.0,-222.1,-5.5,-27.8,1.1
CCOc1ccc(S(=O)(=O)N2CCN(C)CC2)cc1NC(=O)c1ccccc1F,-4.5,6.3,6.4,-0.1,0.1,-2.0,2.5,2.6,-0.4,-3.7
O=c1c(Cc2ccc(Cl)cc2Cl)c(O)ccn1Cc1ccncc1,1.1,-1.3,-4.1,-0.6,0.1,2.5,1.6,6.5,-3.5,-7.3
O=C1c2ccccc2C(=O)c2c1cccc2N1CCCC1,-2.6,-1.3,0.3,3.5,0.5,11.9,8.9,-4.4,5.6,-3.3
CCCCC(=O)N1CCN(c2nc(-c3ccc(F)cc3)cs2)CC1,-4.5,3.5,-22.2,0.7,0.3,1.2,-2.4,4.9,-1.5,4.8
CCCc1cc(=O)[nH]c(SCC(=O)c2cc(C)n(C(C)COC)c2C)n1 (configuration not stated),-3.1,0.8,7.7,-0.5,-0.9,0.0,0.9,-2.2,-2.9,-4.6
CC1CC(C)CN(C(=O)C2CCN(S(=O)(=O)N3CCC4(CC3)OCCO4)CC2)C1 (configuration not stated),8.2,11.3,7.2,-2.7,0.3,3.5,4.9,-2.5,6.9,-2.7
O=c1nc2n(c3ccc(Br)cc13)CCS2,0.3,3.8,-3.3,-1.0,0.1,0.0,0.1,-1.6,-2.8,-3.6
COCCNC(=O)c1sc2ncn(CC(=O)N3CCCCC3)c(=O)c2c1C,-0.7,8.7,15.1,5.1,-0.2,-5.0,1.0,-1.6,-2.4,-5.0
Cc1ccc(S(=O)(=O)CNC(=O)c2ccccc2)cc1,4.0,-6.6,6.2,5.8,-0.1,-1.4,1.8,3.1,1.3,0.4
# Following part.
SMILES,PLC-beta3 inh,ARFGAP1 inh,ASAP1 GAP inh,DDE Tn6 FP inh,proKLK7 act,UHRF1 binding,PLCg1 inh,MBD2 inh,ADAM17 inh,Tn7 DDE FP
CN(C)c1cccc2c(S(=O)(=O)NCC3CCN(C(=O)C(=O)c4cc5ccccc5o4)CC3)cccc12,-294.4,-0.6,6.0,-6.1,0.1,-2.1,-212.7,-4.2,3.2,-3.6
CC(NC(=O)c1cc2cc([N+](=O)[O-])ccc2oc1=O)C1CCCO1 (configuration not stated),-4.2,1.5,3.5,-0.6,0.1,2.3,3.4,-4.6,1.9,-1.3
C=CCN1C(=O)[C@@H](CC(=O)NCc2cccs2)[C@]2(C(=O)OCC)CCCCC/C=C/12,0.2,·,·,-9.8,0.4,1.0,-1.4,-2.4,-0.9,5.3
Cc1ccc(-n2c(SCC(=O)NCC3CCCO3)nc3c(c2=O)SCC3)cc1 (configuration not stated),-1.6,-0.2,1.8,4.9,0.1,1.4,2.2,-0.5,2.0,4.9
C/C(=N/NC(=O)CNc1ccc(C)cc1)c1ccc(Cl)cc1,-0.7,5.0,-1.1,-10.8,0.5,-4.8,-1.0,2.5,2.4,-0.6
Cc1ccsc1C(=O)OCC(=O)c1cc(C)n(C)c1C,-2.5,10.9,-4.3,3.0,0.2,0.5,0.7,-2.9,1.8,-4.8
Cc1ccc(NC(=O)CSc2nc(=O)n(CCN(C)C)c3c2CCCC3)c(C)c1,-3.7,5.4,5.1,3.3,0.1,-2.5,1.4,-2.1,-4.3,2.4
O=C(O)C1=CC[C@@H](c2ccc(Cl)cc2)N(S(=O)(=O)c2ccc(Cl)cc2)[C@H]1c1ccc(F)cc1,-1.1,-19.8,-9.0,-5.7,0.4,-2.6,0.6,-4.9,3.8,-2.5
CCOC(=O)[C@@H]1[C@H]2COc3ccccc3[C@H]2N2C(=O)N(c3ccc(C(F)(F)F)cc3)C(=O)[C@]12C,3.4,-6.6,11.5,-8.7,0.1,-1.4,1.1,0.3,3.0,-2.7
Cc1cccc(N2CN=c3s/c(=C\c4ccncc4)c(=O)n3C2)c1,3.4,-10.1,-3.9,1.1,0.4,-0.8,1.3,-1.2,-0.3,-2.1
CC(c1ccccc1C(O)c1ccccc1)N(C)C (configuration not stated),0.0,-3.3,3.0,4.7,0.3,-1.9,-0.4,-6.1,-3.9,6.8
CCOC(=O)CCCN1CC(O)=C(c2nc3ccccc3s2)C1=N,-19.0,3.6,5.4,0.8,1.2,2.9,-9.6,0.1,-9.7,-6.5
Cc1nc(N2CCN(C(=O)c3ccco3)CC2)c2c3c(sc2n1)CCC3,1.4,2.2,-12.5,-1.8,0.2,-2.0,-6.3,-2.5,-5.8,-1.4
Cc1cc(C)c(C(=O)OCCNC(=O)c2cccnc2)cc1C,1.5,16.1,-6.6,4.0,0.1,-0.3,-0.8,3.5,-3.1,-5.8
CCN(CC)P(=O)(Nc1ccc([N+](=O)[O-])cc1)c1c(C)nn(CCC#N)c1NC(=O)c1ccc(Cl)cc1Cl (configuration not stated),1.4,-0.5,-10.2,1.9,-0.2,1.1,2.2,0.3,0.5,1.6
Cc1ccc(C(=O)Nc2cccc3ccccc23)o1,-7.6,1.9,-11.9,-2.2,0.7,-0.7,0.4,-2.1,-6.5,4.2
CC1=CC(=O)C(C2CCCCC2)=C/C1=N\OS(=O)(=O)c1ccccc1,0.4,·,·,-3.7,·,-1.2,-2.5,-8.5,1.3,6.9
O=C(NNC(=O)c1cc(O)c(O)c(O)c1)NC1CCCCC1,-2.1,3.2,3.9,-0.5,1.2,2.8,-1.0,2.3,-6.2,-0.1
O=C(Nc1ncccn1)c1ccc([N+](=O)[O-])cc1Cl,-5.6,-0.8,-7.0,-2.4,0.0,2.7,-0.2,5.5,-2.3,0.8
O=C(CCc1ccccc1Cl)Nc1ccc(S(=O)(=O)Nc2nccs2)cc1,2.2,5.8,2.4,-5.7,0.4,0.4,-0.7,-1.5,2.5,-6.3
CC(=O)c1cccc(NC(=O)C(CC(C)C)NC(=O)C2CCCCC2)c1 (configuration not stated),-5.6,0.0,4.0,-0.8,0.1,1.6,3.0,-3.6,0.2,-7.9
CCn1c(CSc2nc(C)cc(C)n2)nnc1SCC(=O)Nc1cccc2ccccc12,5.5,-0.2,7.1,-3.3,0.8,-0.4,1.6,-1.8,0.6,-9.2
Cc1noc(C)c1C(=O)N1CCC(CO)(Cc2ccccc2)CC1,1.2,3.0,-2.8,1.9,0.3,-0.3,-0.5,2.3,0.0,-7.7
COc1ccc(S(=O)(=O)N2c3cc(Cl)ccc3Oc3nc4ccccc4nc32)cc1,-18.0,5.7,-2.6,0.2,-0.4,0.1,-16.5,0.6,-3.1,-2.1
O=S(=O)(Nc1ccncc1Cl)c1cc(Cl)ccc1Cl,-5.5,4.0,6.5,6.2,0.4,-1.4,-0.3,-0.6,1.9,-7.5
CCN1C(=O)S/C(=C\c2ccc(N3CCOCC3)cc2C)C1=O,-22.6,9.0,-0.2,9.9,-0.4,-3.8,-19.2,1.2,-2.7,1.7

# Sorted by the number under PLC-beta3 inh (highest first): 3 from the list above
SMILES | PLC-beta3 inh
CCOC(=O)[C@@H]1[C@H]2COc3ccccc3[C@H]2N2C(=O)N(c3ccc(C(F)(F)F)cc3)C(=O)[C@]12C | 3.4
Cc1ccc(-n2c(SCC(=O)NCC3CCCO3)nc3c(c2=O)SCC3)cc1 (configuration not stated) | -1.6
CCOc1ccc2oc(C(=O)OCC(=O)N(CC(C)C)c3c(N)n(Cc4ccccc4)c(=O)[nH]c3=O)c(C)c2c1 | -116.0
